# uPA surface inh: inhibitors of cell surface uPA generation | AID 540303 | Potency, µM (series often up to 38.3 µM), for the others: at the highest dose activity change, negative = inhibition, most hits filed as inhibitors | 330,000 compounds, 0.31% hits | cell surface uPA generation assay, qHTS; active = well fitted inhibition curve with a large enough effect; inconclusive = small, poorly fitted or top-dose-only effect; inactive = no such curve, though single readings can be large or run the other way; tested in mouse RAW 264.7 cells; note: potency is the fitted concentration of half-maximal effect; % is set by controls: 0 for no effect and ±100 for the full control effect; nearly all actives have a fitted effect of over 55% in size
# RORg inh: blocks mouse ROR gamma transcriptional activity; P51450; Drosophila S2 Gal4-RORgamma UAS-luciferase reporter, 20 h; Potency, µM (highest dose often 53.6 µM), for inactives: top-dose activity change, negative = inhibition, hits mostly inhibitors; 310,000 compounds, 5.4% hits; AID 2551; note: potency is the fitted concentration of half-maximal effect; % is set by controls: 0 for no effect and ±100 for the full control effect; nearly all actives have a fitted effect of over 60% in size
# Target sequence (P51450 whole entry, looked up, the tested form may be a part): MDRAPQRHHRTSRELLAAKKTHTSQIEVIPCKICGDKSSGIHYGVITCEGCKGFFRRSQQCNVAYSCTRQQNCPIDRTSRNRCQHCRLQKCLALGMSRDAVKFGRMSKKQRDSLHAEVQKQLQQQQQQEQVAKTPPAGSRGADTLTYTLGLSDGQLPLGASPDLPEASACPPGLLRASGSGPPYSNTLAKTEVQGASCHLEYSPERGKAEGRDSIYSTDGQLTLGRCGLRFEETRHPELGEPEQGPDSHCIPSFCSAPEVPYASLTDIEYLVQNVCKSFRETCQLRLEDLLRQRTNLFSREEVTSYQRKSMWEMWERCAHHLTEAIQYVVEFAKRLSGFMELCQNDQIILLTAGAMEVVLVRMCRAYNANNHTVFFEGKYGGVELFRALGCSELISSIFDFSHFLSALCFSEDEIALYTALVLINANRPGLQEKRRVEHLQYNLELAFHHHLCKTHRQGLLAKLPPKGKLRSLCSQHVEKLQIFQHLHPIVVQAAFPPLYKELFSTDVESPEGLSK
#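 Compounds are pin-transferred onto Drosophila Schneider cells expressing a copper-inducible Gal4–ROR gamma transactivation domain fusion. After 1 hr, copper sulfate is added to 700 uM final; luciferase is read 20 hr later.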
# Coupling enz: coupling enzyme interference in Giardia aldolase counter-screen. activity change, negative = inhibition, % at 58.2 µM, hits read low. coupling enzyme system counterscreen, AmpLite Red fluorescence. 290,000 compounds, 0.67% hits; in the data active = activity change below about -30%; note: % is set by controls: 0 for no effect and ±100 for the full control effect
#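 Fluorescence at 525 nm excitation and 598 nm emission measured inhibition of the coupled detection system without aldolase. Compounds (at 57.5 uM final) were preincubated 10 min at room temperature with coupling enzyme reagent before a 20 min substrate/AmpLite Red step.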
# FLuc modulator: inhibits or activates purified firefly luciferase, miR-21 counter-screen. P08659. AID 588342. 360,000 compounds, 6.9% hits. purified FLuc, Km substrates, luminescence inhibition. Potency, µM (top dose mostly 57.5 µM), without a hit: at the highest dose activity change, negative = inhibition, hits mostly inhibitors;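 note: potency is the fitted concentration of half-maximal effect; plate controls were vehicle for no effect and reference inhibitor for full effect; nearly all actives have a fitted effect of over 55% in size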
#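 Purified P. pyralis luciferase, 10 nM final, with Km-level 10 uM D-luciferin and 10 uM ATP in 50 mM Tris acetate pH 7.5, 10 mM Mg acetate, 0.01% Tween-20, 0.05% BSA; 6-point qHTS titration about 60 µM downward; luminescence read.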
# NPC1 promoter act: activators of NPC1 promoter; 320,000 compounds, 2.4% hits; Potency, µM (doses to about 9.22 µM), inactives show at the top dose activation, usual class: activators; Huh7 NPC1 promoter luciferase reporter, 24 h;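 note: potency is the fitted concentration of half-maximal effect; % of control where 0% means no effect; nearly all actives have a fitted effect of over 60% in size; reporter is driven by a mutant NPC1 promoter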
#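 Stably transfected Huh7 (NPC1 promoter→luciferase), 1500 cells/well in Opti-MEM + 10% FBS, 2 h settle, then compound 24 h at 37 °C. Luminescence after 10 min with Amplite reagent.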
# Giardia killer: Giardia lamblia killing. activity change, % at 7.66 µM, hits read low. Giardia lamblia trophozoite viability. 340,000 compounds, 0.15% hits. AID 540267; in the data active = activity change below about -80%; inconclusive = between about -30% and that limit;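 note: parasites exposed to compound for two days anaerobically before the ATP read; % is set by controls: 0 for no effect and ±100 for the full control effect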
#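 Giardia lamblia trophozoites (100 cells/well) were incubated with compounds for 48 h at 37 deg C under anaerobic conditions. Viability was read as ATP content by one-step luminescence after 15-30 min at room temperature.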
# KCNH2 3.1 inh: KCNH2 3.1 (human) potassium channel inhibition | U2OS KCNH2 3.1, thallium flux FluxOr; hits give low values | activity change, % (tested at about 1.8 µM) | 340,000 compounds, 0.95% hits;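 active = maximum activity change below -70%; inconclusive = maximum activity change from -70% to -50%; inactive = maximum activity change above -50%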;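 note: thallium influx rate constant from kinetic fluorescence after stimulation buffer; % is set by controls: 0 for no effect and ±100 for the full control effect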
#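 Kinetic fluorescence (2 min after stimulation buffer) measures Tl+ influx through KCNH2 3.1 expressed by viral transduction in U2OS cells; the rate constant is normalized against DMSO controls serving as positive and negative references.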
# Gal4-VP16 FLuc: Gal4-VP16 reporter inhibition counter-screen; Drosophila S2 Gal4-VP16 UAS-luciferase, luminescence, 20 h; 310,000 compounds, 3.5% hits; AID 2546; Potency, µM (series often up to 53.6 µM), inactives show at the top dose activity, negative = inhibition, usual class: inhibitors;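 note: Gal4-VP16 expression switched on by copper sulfate through the metallothionein promoter; potency is the fitted concentration of half-maximal effect; % is set by controls: 0 for no effect and ±100 for the full control effect; nearly all actives have a fitted effect of over 50% in size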
# Tb PFK block: T. brucei PFK enzyme inhibition; T. brucei PFK, ADP-Glo luminescence; O15648; Potency, µM (highest dose often 57.5 µM), for the others: top-dose activity, negative = inhibition, most hits filed as inhibitors; 330,000 compounds, 0.17% hits;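 note: potency is the fitted concentration of half-maximal effect; 0% = uninhibited 1x PFK enzyme wells and -100% = no-enzyme wells; nearly all actives have a fitted effect of over 60% in size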
# Target sequence (O15648 whole entry, looked up): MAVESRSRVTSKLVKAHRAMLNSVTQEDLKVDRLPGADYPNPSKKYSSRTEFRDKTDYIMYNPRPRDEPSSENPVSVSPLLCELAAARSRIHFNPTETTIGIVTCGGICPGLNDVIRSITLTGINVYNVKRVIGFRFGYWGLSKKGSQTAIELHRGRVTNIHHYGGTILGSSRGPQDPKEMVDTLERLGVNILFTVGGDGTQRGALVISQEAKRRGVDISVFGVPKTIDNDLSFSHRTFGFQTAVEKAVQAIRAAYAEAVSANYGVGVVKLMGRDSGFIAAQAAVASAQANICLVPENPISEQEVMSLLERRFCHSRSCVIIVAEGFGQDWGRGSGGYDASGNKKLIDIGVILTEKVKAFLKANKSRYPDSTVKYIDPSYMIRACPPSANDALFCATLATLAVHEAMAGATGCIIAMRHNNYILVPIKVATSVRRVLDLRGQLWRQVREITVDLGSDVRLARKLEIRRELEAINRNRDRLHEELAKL
#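 In TEA buffer at pH 8.0 with 5 mM MgCl2, enzyme (1.25 nM) converted F6P (0.5 mM) and ATP (0.1 mM) for 45 min at room temperature. ADP product was read by luciferase luminescence.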
# ELG1 genotox: induces genotoxicity in HEK293T cells with luciferase-tagged ELG1; 330,000 compounds, 1.3% hits; Potency, µM (highest dose often 46 µM), without a hit: at the top dose activity change, positive = activation, usual class: activators; HEK293T ELG1-luciferase reporter, luminescence, 16 h; AID 504466; note: potency is the fitted concentration of half-maximal effect; % of control where 0% means no effect; nearly all actives have a fitted effect of over 60% in size
#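 HEK293T cells expressing luciferase-tagged ELG1 were exposed to compound or DMSO vehicle for 16 hr at 37 °C and 5% CO2. Luciferase activity was then measured with ONE-Glo after 30 min at room temperature.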
# Rab9 prom act: activates the Rab9 promoter; Huh7 Rab9 promoter-luciferase reporter, luminescence, 24 h; Potency, µM (top dose mostly 9.22 µM), inactives show at the top dose activation, negative = inhibition, most hits filed as activators; 320,000 compounds, 2.8% hits; note: potency is the fitted concentration of half-maximal effect; % of control where 0% means no effect; nearly all actives have a fitted effect of over 60% in size
#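 Quantitative HTS format; Huh7 Rab9-luciferase reporter cells (1500/well) receive compound 2 h post-plating, incubate 24 h at 37 °C, then get luciferase reagent for 10 min before luminescence reading.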
# The depositor's hits bear a star; ? = inconclusive; / = not tested or not shown; & = joins results of further samples; [ ] = dose if it differs, or a comment. Unless noted, calls come from the whole dose curve; as a rule, active = well fitted curve in the direction sought with a large enough effect; inconclusive = small, poorly fitted or top-dose-only effect, or another doubt; inactive = no such curve, though single readings can be large; an effect the other way counts as inactive or inconclusive.
SMILES,uPA surface inh,RORg inh,Coupling enz,FLuc modulator,NPC1 promoter act,Giardia killer,KCNH2 3.1 inh,Gal4-VP16 FLuc,Tb PFK block,ELG1 genotox,Rab9 prom act
Cc1ccc(C(=O)NC(CCc2ccccc2)C(=O)O)cc1 (stereo unspecified),0%,/,/,/,/,19,7,/,-18%,-3%,/
CCCCN(CC)Cc1ccc(CNC(=O)Nc2ccc(Cl)cc2)o1,0%,4%,2,-5%,-21%,30,-35,0%,-6%,-18%,-26%
Cc1cc(Cl)ccc1NC(=O)c1ccc2c(c1)CCN2S(C)(=O)=O,3%,22%,-1,3%,1%,-9,-19,-4%,-4%,-4%,12%
CCOc1ccccc1N1CCN(Cc2ccc(OC)c(OC)c2)CC1,1%,1%,0,0%,2%,9,-23,-8%,-1%,-4%,1%
COCCNC(=O)C1CCC(CNS(=O)(=O)c2ccccc2)CC1 (stereo unspecified),-1%,-4%,2,-1%,-4%,-6,12,6%,4%,-1%,0%
CN(Cc1ccccc1)S(=O)(=O)c1ccc(Cl)c(C(=O)NCc2ccc3c(c2)OCO3)c1,1%,-15%,9,1%,-7%,-17,-19,-30%,3%,-1%,1%
CCCOC(=O)C1C2C=C[C@]3(CN(CCc4ccccc4)C(=O)[C@H]13)O2 (stereo partly specified),-2%,10%[10 µM],0,3%,0%,3,4,7%,-8%,7%,-5%
O=C(NCc1nc2ncc(Br)cc2[nH]1)c1ccccc1,3%,28%,2,-4%,9%,1,8,?,2%,0%,2%
CC(/C=N/NC(=O)CSc1nc2ccccc2n1C)=C\c1ccco1,-5%,12%,-7,-16%,0%,23,-10,20%,-2%,-2%,-5%
O=C(O)Cc1ccc(NC(=S)Nc2ccc(Br)cc2Cl)cc1,1%,13%,0,-14%,-6%,-14,-2,-4%,-1%,-1%,-1%
Cc1ccsc1C(=O)OC1CCOC1=O (stereo unspecified),5%,32%,7,2%,-2%,1,-5,7%,0%,0%,-1%
O=C(Oc1ccc(Br)cc1C(=S)N1CCCCC1)c1cc([N+](=O)[O-])cc([N+](=O)[O-])c1,-2%,18µM*,-11,1%,0%,-2,-2,-1%,1%,0%,2%
C/C(=N/NC(=O)c1cc(O)c(O)c(O)c1)c1ccc([N+](=O)[O-])cc1,-1%,-16%,-10,?,-2%,-16,7,-6%,?,2%,3%
O=C(NNC(=O)c1ccccc1O)c1cccc(Br)c1,?,5µM*,0,17µM*,?,31[activator],-81*,-7%,1%,13%,19%
CCOc1ccc(C2C(C(=O)Nc3cc(C)on3)c3ccccc3C(=O)N2CCN2CCOCC2)cc1 (stereo unspecified),0%,26%,1,-1%,-6%,-4,14,-1%,-2%,0%,3%
Cc1ccc(S(=O)(=O)N2CCN(CC(=O)N/N=C\c3ccccn3)CC2)cc1,-1%,-4%,2,6%,-6%,2,15,1%,-5%,0%,-1%
COc1cc(CCC(=O)Nc2c(C(=O)N3CCN(c4ccccc4OC)CC3)oc3ccccc23)on1,0%,20%,/,0%,-1%,16,-2,11%,-1%,-10%,-3%
CCOC(=O)C1CCCN(c2ccc(NC(=O)c3snc4c(=O)[nH]c(C)nc34)cc2)C1 (stereo unspecified),3%,39%,-1,?,-20%,3,11,-10%,-4%,-5%,-13%
C#CCOCCOCCOCCNc1nc(N2CCN(C(=O)CCCCCCCCCCNC(=O)[C@@H](CCSC)n3cc(CCO)nn3)CC2)nc(N2CCN(C(=O)CCCCCCCCCCNC(=O)[C@@H]([C@H](C)O)n3cc(C)nn3)CC2)n1,-8%,/,/,2%,1%,9,8,/,-5%,-1%,1%
CCc1nc2ccccc2n(CC)c1=O,0%,-11%,3,2%,-1%,-10,-6,-13%,-2%,16%,1%
COc1cc(NC(=O)CN2C(=O)NC(c3ccccc3)(c3ccccc3)C2=O)cc(OC)c1,7%,?,-2,4%,-4%,15,-7,-2%,3%,-2%,3%
CCSc1nnc(NC(=O)C2CC=CCC2C(=O)O)s1 (stereo unspecified),3%,-24%,-2,6%,-4%,-1,14,-3%,-23%,2%,-2%
COc1ccccc1NC(=O)c1c(Nc2ccccc2C)sc(C(=O)Nc2cccc(Cl)c2)c1N,3%,20%,-7,-2%,-24%,-1,-5,?,0%,-2%,-30%
COc1ccc(OC)c(NC(=O)C2CC(=O)N(c3ccccc3)C2)c1 (stereo unspecified),10%,18%[10 µM],0,1%,-1%,18,4,0%,-6%,-3%,-3%
Cc1ccc(CNC(=O)C23CN(Cc4ccccc4)CC2C(c2cccc([N+](=O)[O-])c2)=NO3)cc1 (stereo unspecified),10%,3%,2,7%,3%,-21,-72*,-6%,-1%,-1%,-9%

# (list continues)
SMILES,uPA surface inh,RORg inh,Coupling enz,FLuc modulator,NPC1 promoter act,Giardia killer,KCNH2 3.1 inh,Gal4-VP16 FLuc,Tb PFK block,ELG1 genotox,Rab9 prom act
Cc1cc(NC(=O)COC(=O)c2c(C)nn(-c3ccccc3)c2C)no1,-7%,-2%[10 µM],1,-7%,8%,14,6,3%,-3%,12%,0%
CNS(=O)(=O)c1cccc(C(=O)OCC(=O)N(CCC#N)c2ccccc2)c1,-8%,4%,4,0%,-6%,-9,3,-2%,-1%,1%,0%
O=C1C2C(C(=O)N1/N=C/c1ccc(N3CCCCC3)o1)C1C=CC2C12CC2 (stereo unspecified),2%,-15%,-6,-9%,8%,8,1,3.2µM*,-4%,0%,10%
N#Cc1c(Cl)nc(-c2cccnc2)nc1-c1ccccc1,/,0%,11,4%,-1%,/,/,6%,6%,1%,-1%[1.84 µM]
CCC(Sc1ccc2nnc(-c3cccnc3)n2n1)C(=O)OC (stereo unspecified),-1%,6%,0,-3%,-2%,-9&-1,7,2%,-4%,2%,18%
O=C(CCn1c(=O)[nH]c2ccsc2c1=O)Nc1ccc(F)c(F)c1,-2%,21%,-12,1%,1%,2,0,-11%,3%,-2%,3%
CC(C(=O)NC1C=CS(=O)(=O)C1)N1C(=O)/C(=C/c2ccc(Cl)cc2)SC1=S (stereo unspecified),?,?,5,?,-5%,?,11,?,1%,-1%,1%
COc1ccc(NC(=O)C2CCN(C(=O)Nc3ccc(C)cc3)CC2)cc1OC,3%,21%,2,3%,-7%,14,-5,-2%,1%,1%,-7%
Cc1cc(C)nc(-n2ncc3c2CC(c2ccc(C(C)C)cc2)CC3=O)n1 (stereo unspecified),11%,-13%[10 µM],3,0%,-5%,10,9,5%,0%,-4%,-1%
COc1ccc(-n2ccnc2SCC(=O)NC2CCCC2)cc1,4%,/,/,6%,1%,-15,-1,/,-1%,2%,-2%
COc1cc2c(cc1NC(=O)COC(=O)[C@@H](NS(=O)(=O)c1ccccc1)C(C)C)oc1ccccc12,10%,?,-6,-12%,0%,0,-8,?,0%,-2%,2%
O=C(Oc1ccc2ccccc2c1Cl)N1CCCCCC1,-2%,-21%,8,1.1µM*,1.1µM*,3,-16,?,-1%,?,0.56µM*
COC(=O)CCCC(=O)N1CCCC(N(C)CCc2ccccc2)C1 (stereo unspecified),?,-24%,2,5%,1%,-5,-14,2%,-1%,1%,4%
CCCc1cc2nnc(SCC(=O)N(C)C3CCCCC3)n2c(N)n1,-2%,21%,-2,1%,-3%,-11,-1,4%,-1%,1%,3%
Cc1c(CCC(=O)NC2CC2)c(=O)oc2cc(O)ccc12,4%,-15%,1,-1%,1%,-4,4,-12%,0%,-1%,-8%
O=C(O)C1CC=CCC1C(=O)NC12CC3CC(CC(C3)C1)C2 (stereo unspecified),-2%,-12%,1,0%,-5%,3,-1,4%,3%,-1%,1%
CCOc1ccc(-c2cc(C(=O)O)c3ccccc3n2)cc1,/,7.9µM*,3,0.67µM*,?,-83*,-27,10µM*,-2%,3.3µM*,1.6µM*
CCCC(NC(=O)c1c(C)noc1C)C12CC3CC(CC(C3)C1)C2 (stereo unspecified),1%,-7%,3,-2%,-11%,-4,4,10%,4%,-9%,-5%
COC(=O)c1ccc(NC(=O)CSc2nnc(-c3ccncc3)n2C)cc1,-3%,5%,2,0%,-2%,-18,2,2%,-8%,2%,3%
CC1=Nc2cc(Cl)ccc2Oc2ccccc21,5%,-1%,-21,-16%,-2%,10,-1,-6%,0%,-1%,1%
CC(C)OC(=O)C1C(=O)CC(C)(O)C(C(=O)OC(C)C)C1c1ccccc1 (stereo unspecified),-1%,30%,2,1%,-1%,-13,-20,20%,0%,0%,-2%
CN(C)CCN(C(=O)CN1C(=O)c2ccccc2C1=O)c1nc2cc3c(cc2s1)OCCO3,-4%,/,/,?,9%,-9,4,/,-2%,10%,28%
O=C(NCc1ccncc1)Nc1ccc2c(c1)OCO2,5%,15%,-3,?,-1%,-14,5,-16%,-3%,7%,?
CCCCN(C)C(=O)c1oc2ccc(S(=O)(=O)N3CCCCCC3)cc2c1C,?,?,0,2%,0%,4,-2,-6%,-1%,-12%,-2%

# Screening results: PubChem, National Center for Advancing Translational Sciences (NCATS)
